Bioassay records as filed in PubChem BioAssay.
USP7 block: blocks human USP7 ubiquitin-rhodamine cleavage; Q93009; purified USP7, Ub-rhodamine cleavage fluorescence; inhibition, % at 20 µM; 0.3% of 47,000 active; AID 1645854
USP30 inh: inhibitors of human USP30 deubiquitinase; 5.3% of 47,000 active; purified USP30, Ub-rhodamine cleavage fluorescence; inhibition, % at 25 µM
UCHL1 block: blocks human UCHL1 ubiquitin-rhodamine cleavage; 0.2% of 47,000 active; inhibition, % at 20 µM; purified UCHL1, Ub-rhodamine cleavage fluorescence; AID 1645859
USP17 block: blocks human USP17 ubiquitin-rhodamine cleavage | A8MUK1 | purified USP17, Ub-rhodamine cleavage fluorescence, 3 h | inhibition, % at 50 µM | 6.5% of 47,000 active | AID 1645855
Target sequence (A8MUK1 whole entry, looked up): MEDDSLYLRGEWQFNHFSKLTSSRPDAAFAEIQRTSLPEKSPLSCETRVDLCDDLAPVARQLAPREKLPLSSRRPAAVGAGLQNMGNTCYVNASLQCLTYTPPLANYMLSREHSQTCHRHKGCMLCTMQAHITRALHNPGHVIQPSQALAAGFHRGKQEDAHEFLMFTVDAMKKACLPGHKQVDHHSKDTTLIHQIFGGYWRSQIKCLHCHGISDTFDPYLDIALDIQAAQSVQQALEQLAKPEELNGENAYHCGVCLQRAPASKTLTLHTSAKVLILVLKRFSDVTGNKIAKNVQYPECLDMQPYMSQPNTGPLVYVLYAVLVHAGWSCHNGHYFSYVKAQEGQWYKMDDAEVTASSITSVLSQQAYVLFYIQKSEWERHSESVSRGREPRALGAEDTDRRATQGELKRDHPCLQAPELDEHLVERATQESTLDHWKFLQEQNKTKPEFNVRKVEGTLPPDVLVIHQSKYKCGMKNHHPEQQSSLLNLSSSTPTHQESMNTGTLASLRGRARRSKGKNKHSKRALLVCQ
USP10 inh: blocks human USP10 ubiquitin-rhodamine cleavage; AID 1645856; purified USP10, Ub-rhodamine fluorescence, 60 min; 1.1% of 47,000 active; inhibition, % at 20 µM
USP8 block: human USP8 deubiquitinase inhibition; inhibition, % at 20 µM; AID 1645853; purified USP8, Ub-rhodamine cleavage fluorescence, 30 min; P40818; 4.2% of 47,000 active
USP28 inh: human USP28 deubiquitinase inhibition | AID 1645857 | Q96RU2 | 3% of 47,000 active | inhibition, % at 25 µM | purified USP28, Ub-rhodamine cleavage fluorescence, 30 min
OTUD3 inh: human OTUD3 deubiquitinase inhibition; Q5T2D3; purified OTUD3, Ub-rhodamine fluorescence, 2 h; inhibition, % at 25 µM; 0.7% of 47,000 active; AID 1645858
Target sequence (Q5T2D3 whole entry, looked up): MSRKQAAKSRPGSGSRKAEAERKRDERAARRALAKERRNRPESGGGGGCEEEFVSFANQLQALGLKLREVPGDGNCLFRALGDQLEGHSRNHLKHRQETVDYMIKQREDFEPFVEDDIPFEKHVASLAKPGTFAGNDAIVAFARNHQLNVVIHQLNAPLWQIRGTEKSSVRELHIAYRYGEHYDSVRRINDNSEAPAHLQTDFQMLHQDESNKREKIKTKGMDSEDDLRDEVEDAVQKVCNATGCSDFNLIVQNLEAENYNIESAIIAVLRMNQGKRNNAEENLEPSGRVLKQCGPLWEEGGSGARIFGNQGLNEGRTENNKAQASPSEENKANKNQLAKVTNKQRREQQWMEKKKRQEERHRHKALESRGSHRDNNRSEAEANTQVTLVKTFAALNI
Active calls of the source: *; i = inactive; · = not tested or not shown. Cut-off read from the data, not from the text of the source: active = inhibition above about 30%; inactive = the rest.

SMILES	USP7 block	USP30 inh	UCHL1 block	USP17 block	USP10 inh	USP8 block	USP28 inh	OTUD3 inh
CCOc1ccc(CN2CCC(O)(Cn3ccc4ccncc43)CC2)cc1OC	1	-13	-5	-20	-3	-7	-13	-8
COc1ccc(C(C(=O)NC2CCCCC2)N(CC2CCCO2)C(=O)C2COc3ccccc3O2)cc1OC (stereo not drawn)	-1	16	0	10	2	5	2	10
Cc1ccc(-c2nnc(NC(=O)C3CCCCC3)o2)c(C)c1	·	6	1	38*	14	0	4	3
CSc1ncccc1C(=O)Nc1ccnn1Cc1ccc(C)o1	6	13	0	11	0	14	9	7
CNC(=O)C1CCCN(S(=O)(=O)N2CCCC2)C1 (stereo not drawn)	3	-4	-2	-1	-1	-7	0	1
Cc1ccc(NC(=O)CCn2nc(C)c(S(=O)(=O)N3CCOCC3)c2C)cc1C	-4	-15	-2	-9	-4	-15	-5	-1
O=C(CSc1nnnn1-c1ccc(O)cc1)NCc1cccc(C(=O)O)c1	6	-31	1	-17	0	-91	6	15
O=S(=O)(N1CCCCC1)N1CCC2(CC1)CC2c1nc(-c2cccnc2)no1 (stereo not drawn)	-2	25	-2	10	-3	-4	13	3
O=C(NCCn1c(=O)n(Cc2ccccc2)c2cccnc21)C1CCCO1 (stereo not drawn)	-3	-10	-4	-9	-3	5	-9	-4
CCOc1ccc(C(=O)c2cnc3ccccc3c2N2CCN(CC)CC2)cc1	2	0	1	4	0	-7	2	5
O=C(NCc1ccc2c(c1)OCO2)c1[nH]nc2c1COc1ccccc1-2	·	39*	6	60*	29	54*	31*	1
CCCS(=O)(=O)N1CCc2ccc(NC(=O)c3ccccc3)cc2C1	-5	0	3	0	7	-1	3	0
CCn1c(SCCOc2ccccc2)nnc1-c1ccc2c(c1)OCCO2	-6	18	1	1	0	-9	31*	4
Cc1nn(C)c(Cl)c1C1CCCN1C(=O)c1ccc(C)n(C)c1=O (stereo not drawn)	3	-4	0	1	-2	5	4	6
O=C(NCCc1c[nH]c2ccccc12)c1cc2occc2c(Nc2ccc(F)cc2)n1	7	7	7	29	6	9	0	4
Cc1cc(C)n2ncc(C(=O)NC(C)CCc3ccccc3)c2n1 (stereo not drawn)	4	8	0	-1	-4	6	7	3
COc1ccc(C2CC(=O)C3=C(C2)Nc2ccccc2N(C(=O)C2CC2)C3c2cc(OC)c(OC)c(OC)c2)cc1 (stereo not drawn)	3	12	-1	3	22	16	-8	0
O=C(NCc1noc(COc2ccccc2)n1)C1CCCCC1	-3	-7	-1	-3	1	-9	-5	-1
COc1ccc(CNC(=O)c2ccc(S(=O)(=O)Nc3ccccc3F)cc2)cc1OC	7	8	3	13	2	-24	2	12
CC1(C)CC(=O)C2=C(C1)Nc1ccccc1NC2c1ccc([N+](=O)[O-])o1 (stereo not drawn)	-16	15	2	0	-1	-88	12	7
Cn1nccc1-c1ncc(-c2cc(C(=O)NC3CC3)n(CC3CC3)c2)cn1	-6	5	6	-1	4	-18	0	7
Cc1nc2c(c(N3CCOCC3)n1)CN(Cc1cccnc1)CC2	-25	-431	-26	-104	-6	-65	-129	-99
CS(=O)(=O)Nc1csc2cc(C(F)(F)F)cc(Cl)c12	-1	6	-1	0	0	2	-3	-2
COCCN1C(=O)c2ccccc2C(C(=O)NCCc2ccc(OC)cc2)C12CCCC2 (stereo not drawn)	-2	-13	-6	-6	-3	0	-23	-16

Another view of part of the listing above:
Order of results – USP7 block	USP30 inh	UCHL1 block	USP17 block	USP10 inh	USP8 block	USP28 inh	OTUD3 inh
> CCn1c(SCCOc2ccccc2)nnc1-c1ccc2c(c1)OCCO2
  -6	18	1	1	0	-9	31*	4
> Cc1nn(C)c(Cl)c1C1CCCN1C(=O)c1ccc(C)n(C)c1=O (stereo not drawn)
  3	-4	0	1	-2	5	4	6
> O=C(NCCc1c[nH]c2ccccc12)c1cc2occc2c(Nc2ccc(F)cc2)n1
  7	7	7	29	6	9	0	4
> Cc1cc(C)n2ncc(C(=O)NC(C)CCc3ccccc3)c2n1 (stereo not drawn)
  4	8	0	-1	-4	6	7	3
> COc1ccc(C2CC(=O)C3=C(C2)Nc2ccccc2N(C(=O)C2CC2)C3c2cc(OC)c(OC)c(OC)c2)cc1 (stereo not drawn)
  3	12	-1	3	22	16	-8	0
> O=C(NCc1noc(COc2ccccc2)n1)C1CCCCC1
  -3	-7	-1	-3	1	-9	-5	-1
> COc1ccc(CNC(=O)c2ccc(S(=O)(=O)Nc3ccccc3F)cc2)cc1OC
  7	8	3	13	2	-24	2	12

The list continues.
SMILES	USP7 block	USP30 inh	UCHL1 block	USP17 block	USP10 inh	USP8 block	USP28 inh	OTUD3 inh
CCOc1ccc(NC(=O)CN2C(=O)CC(c3ccco3)Sc3ccccc32)cc1 (stereo not drawn)	0	-21	4	0	1	12	9	20
Cn1c(=O)c2c(nc(CN3CCN(Cc4ccccc4)CC3)n2CCN2CCOCC2)n(C)c1=O	2	0	-1	-2	1	-6	-4	-2
Cc1nn(-c2ccccc2)c2[nH]c(=O)c(CNCc3ccco3)cc12	4	·	0	-27	-2	-5	·	-2
COc1cc(OC)c(NC(=O)Cn2c(=O)n(-c3ccc(CC(=O)NCC4CCCO4)cc3)c(=O)c3ccccc32)cc1Cl (stereo not drawn)	4	·	4	4	0	0	·	-4
O=C(/C=C\c1ccccc1)Nc1c2c(nn1-c1ccc(Cl)cc1)CS(=O)(=O)C2	0	21	4	24	3	11	13	7
CC(O)CNc1ncnc2c1cnn2-c1cccc(Cl)c1 (stereo not drawn)	-1	·	2	7	-1	2	·	1
CC1CCCN(c2nc3c(c(=O)[nH]2)CN(Cc2ccccc2)CC3)C1 (stereo not drawn)	3	12	0	9	3	5	-3	6
Cc1cc(SCC(=O)NCc2ccccc2)nc(-c2ccccc2)n1	-15	12	0	-1	-1	0	6	6
O=C(Nc1ccccc1)C1CCN(S(=O)(=O)c2ccc3c(c2)OCCCO3)CC1	0	15	0	3	0	0	8	7
Cc1ccc(S(=O)(=O)N2CCOC3(COc4ccccc4N(C)C3)C2)cc1 (stereo not drawn)	2	-6	2	2	6	-3	-3	-3
Cc1cccc(C(=O)Nc2ccc3c(c2)nc(CSc2nccc(C)n2)n3C)c1	3	26	4	5	0	-54	93*	1
N#Cc1cccc(S(=O)(=O)Nc2ccccc2Cc2ccccc2)c1	-7	5	0	-7	9	0	10	0
O=C(CSc1ccc(-c2ccncc2)nn1)Nc1cccc(F)c1	-3	-3	-2	-1	0	-3	-4	-4
O=C(/C=C/c1cccs1)Nc1cc(C(F)(F)F)ccc1Cl	7	2	3	10	12	0	-1	-5
Cc1c(Cl)cccc1NC(=O)c1oc2ccc3c(c2c1C)C(=O)CC1(CCCC1)O3	3	-6	-2	5	-3	7	-6	0
Cc1cccc(CNC(=O)c2csc(C(=O)NC3CC3)n2)c1	0	5	0	0	-1	0	-1	1
C[C@H]1CN(C(=O)Nc2ccc(F)cc2)C[C@@H]1c1nc(-c2cccnc2)no1	-1	-7	-1	-55	0	-3	-4	-3
O=S(Cc1cc(Oc2ccccc2)nc(-c2ccccc2)n1)c1ccccc1 (stereo not drawn)	3	4	4	11	5	-3	2	0
COc1cccc(-c2nc(C3CCN(C(=O)c4ccccc4)CC3)no2)c1	-62	0	1	1	1	0	0	-18
Cc1cccc(Nc2nc(N3CCOCC3)nc3c2cnn3C)c1	1	-39	1	-14	-4	-3	-9	-12
COc1cccc(CCN2C[C@@]34CN(C(=O)c5cc(C)on5)C[C@@H](C[C@@H]3S2(=O)=O)O4)c1	-1	-14	0	-1	1	0	-7	-4
O=C(Cc1cccc(F)c1)N1CCC(c2[nH]nc3nccnc23)CC1	0	-233	-2	-7	-1	-14	-5	-5
CN(C)C(=O)C1(Cc2cc(-c3ccccc3)no2)CCCN(Cc2cccc(F)c2)C1 (stereo not drawn)	-31	-24	-7	-16	-5	-16	-10	-9
COc1ccc(-c2cc3n(c(=N)c2C#N)CCc2cc4c(cc2-3)OCO4)cc1O	-4	-150	-20	-14	-4	-22	-37	-30
COc1ccc(CCNC(=O)c2cnn3c4c(cnc23)CCCC4)cc1OC	-3	0	0	-1	-1	-3	15	3
CC(C)c1nc2sc3c(NCc4ccccn4)ncnc3c2c2c1CCC2	2	-9	0	-6	-2	4	24	0
CCn1nc(-c2ccccc2)c2nc3ccccc3nc21	-144	i	-157	-89	-10	-131	-142	-196
N#Cc1cc2c(nc1SCC(=O)NC1CCCCC1)CCCC2	-10	-17	-6	-7	1	6	-5	-22
COc1ccc(C(CC(=O)N2CCN(c3ccccc3)CC2)n2cccc2)cc1 (stereo not drawn)	11	-52	-2	22	2	14	-1	-17
Cc1nc2ccccc2n(CC(=O)Nc2ccc(F)cc2F)c1=O	-3	-13	-2	-3	-3	-3	-10	-14
Cc1cccc(Nc2cc(C)nc(C3CCCN(C(=O)CN)C3)n2)n1 (stereo not drawn)	5	0	4	1	2	2	5	2
COc1noc(C2CCN(C(=O)NC3CCOCC3)CC2)c1C	4	-10	-2	0	-2	0	-2	-7
CSc1ccc(C(=O)CC(C)(C)C(=O)O)cc1	-2	13	-1	12	3	17	11	9
O=C(c1c(F)cccc1F)N1CCC(c2nc3c(nnn3Cc3ccccc3)c(=O)[nH]2)CC1	-1	4	0	-5	0	-5	-2	-4
N#Cc1c(-c2ccco2)ccn2nc(-c3cccc(C(F)(F)F)c3)nc12	-4	-240	-9	-14	-2	15	-29	-14
O=C(O)[C@H](Cc1ccc(O)cc1)NC(=O)[C@H](Cc1ccccc1)n1c(=O)[nH]c2ccccc2c1=O	3	-4	1	2	5	14	4	2
CC(OC(=O)Cc1cn2ccsc2n1)C(=O)Nc1ccc2c(c1)OCO2 (stereo not drawn)	-11	-88	-13	0	-9	27	-15	-20
Cc1nc(CNC(=O)[C@H]2CCCN2C(=O)c2ccc(F)cc2)cs1	0	4	-1	-4	0	1	-14	0
O=S(=O)(c1cccnc1)N1CCC2(C1)Nc1cccnc1NC2=NC1CCCC1 (stereo not drawn)	-4	-394	-7	-94	-11	-79	-90	-79
Cc1ccc(C(=O)N(CCO)Cc2ccccc2)cc1S(=O)(=O)N1CCCCC1	-11	-13	-1	-11	1	-17	-14	-12
Cn1cnc(S(=O)(=O)N2C[C@H](Oc3ccccn3)[C@H]3C[C@@H]2Cc2c3[nH]c3ccccc23)c1	-60	-201	-50	-51	-3	-10	-37	-39
O=C(NCC1CC1)c1cc2c(nc1NCC1CC1)CCNCC2	-43	-2	1	-28	0	4	-25	-6
Cc1nc(-c2ccc(C(=O)N3CCC(C)CC3)cc2)no1	-18	-8	-5	0	1	-1	-10	-4
Cc1nc(Nc2ncccn2)cc(C2CCCN2C(=O)c2ccccc2)n1 (stereo not drawn)	3	26	1	20	0	22	11	12
CCOc1ccc(S(=O)(=O)Nc2ccccc2C(=O)N2CCC(C)CC2)cc1	-3	7	0	-3	5	-8	-2	0
CCOC(=O)N1CCC(NC(=O)C2CCCCC2)CC1	3	15	2	10	2	16	14	13
COC1CCN([C@@H]2[C@@H](O)[C@H](Oc3cccnc3)C[C@H]2N)CC1	-3	-101	-5	-20	-5	-52	-17	-21
COc1cc2c(cc1OC)CN(c1nc(CN3CCCC3)nc3sc(C)c(C)c13)CC2	-38	-69	-5	-22	-6	24	-6	-16
O=C(C1CCC1)N1CCC2(CC1)OC(C(=O)N1CCCC1)Cn1ccnc12 (stereo not drawn)	-1	-37	-3	-49	-2	-139	-22	-17
O=C(NC1CCCc2ccccc21)c1ccc(Br)o1 (stereo not drawn)	-4	-43	-6	2	-8	16	-18	-10
O=C(NCc1ccc(S(=O)(=O)N2CCCCCC2)s1)c1ccco1	-5	-27	-2	-1	-7	-6	-10	-10
O=C(Cc1ccccc1)N1CCc2nc(C(=O)N3CCOCC3)sc2CC1	5	19	4	15	0	23	6	17
O=C1CNCC(=O)N1CCc1ccccc1	1	24	4	11	0	4	12	11
O=C(C[C@@H]1CCN2C[C@@H]1CCCOc1ccccc1CN(C(=O)c1cccnc1)CC2=O)N1CCOCC1	-1	92*	1	78*	-1	19	86*	7
CCc1nc(SCC(=O)NCCc2ccc(OC)c(OC)c2)c2oc3ccccc3c2n1	0	21	-1	-7	0	3	8	-4
Cc1ccc(OCCCn2c(CCNC(=O)C3CCCCC3)nc3ccccc32)cc1	-40	3	2	6	6	-2	-4	7
O=C([C@H]1C[C@@H]2CN(S(=O)(=O)c3ccccc3)C[C@H]1O2)N1CCCC1	5	7	3	-1	4	-13	3	8

3 entries from above, ordered by their value in USP30 inh, rising:
SMILES	USP7 block	USP30 inh	UCHL1 block	USP17 block	USP10 inh	USP8 block	USP28 inh	OTUD3 inh
N#Cc1cc2c(nc1SCC(=O)NC1CCCCC1)CCCC2	-10	-17	-6	-7	1	6	-5	-22
Cc1c(Cl)cccc1NC(=O)c1oc2ccc3c(c2c1C)C(=O)CC1(CCCC1)O3	3	-6	-2	5	-3	7	-6	0
CCn1c(SCCOc2ccccc2)nnc1-c1ccc2c(c1)OCCO2	-6	18	1	1	0	-9	31*	4
